Screening results (PubChem)
Keap1-Nrf2 PPI: Keap1-Nrf2 protein-protein interaction inhibitors, primary screen, biochemical, fluorescence polarization, single point | Keap1 Kelch-Nrf2 peptide fluorescence polarization, 1536-well | inhibition, % at 9.4 µM | 0.15% of 340,000 active | AID 504523, 2011; in the data active = inhibition above about 12%;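 also: human Keap1 Kelch domain with fluorescein labeled Nrf2 9mer peptide probe; 0% = neutral control wells and 100% = peptide positive control; higher means more block of Keap1 binding to Nrf2 peptide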
Arrestin-AP2 inh: inhibitors of beta-arrestin/AP2 binding, primary screen, biochemical, GPCR trafficking, flow cytometry. FITC-arrestin peptide / GST-AP2 beads; AP2 beta2 appendage carries R879A mutation. inhibition, % at 10 µM. 0.31% of 340,000 active;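 active = inhibition above a set limit, near 3 SD of compounds lacking own fluorescence, cut at about 54% in these data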;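 also: plate controls were DMSO wells for no effect and 5 µM unlabelled arrestin peptide for full effect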
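Material – GST-tagged AP2 beta2-adaptin appendage (R879A) on 4 µm glutathione beads · Probe or stimulus – fluorescein-tagged arrestin peptide at 50 nM final · Timing – 12 min plus 1 h, RT · Detection – bead flow cytometry, FITC channel · Read-out basis – inhibition as reduced fluorescein signal on beads, percent · Medium – PBS plus Tween 20 (0.05%) and BSA (0.1%)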
V-ATPase pHluor: regulators of yeast V-ATPase proton pumping, primary screen, pHLuorin cytosolic pH fluorescence. response, % at 10 µM. S. cerevisiae. 0.37% of 350,000 active; in the data active = response mostly above about 7.3%, no sharp cut-off; inactive = mostly below about 5.4%; also: actives read high; inactives centre near 0; some compounds called inactive have numbers as strong as hits; reference of the scale not given here
OPRM1-OPRD1 ag: agonists of OPRM1-OPRD1 heterodimerization, primary screen, cell-based, luminescence | 0.3% of 340,000 active | activation, % at 9.3 µM | Mu-type opioid receptor (Homo sapiens) + Delta-type opioid receptor (Homo sapiens), … | cells; in the data active = activation above about 18%;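 also: 0% = vehicle-treated cells and 100% = reference agonist; values of inactives mirror those of a sister screen read the other way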
Wnt act: Wnt/beta-catenin pathway activators, primary screen, cell-based, plate reader, single point. AID 743398, 2014. activation, % at 9.35 µM. 1.2% of 300,000 active. Wnt/beta-catenin reporter cell assay, activator; in the data active = activation above about 30%, passing the limit was not always enough;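 also: 0% = neutral control wells and 100% = positive control wells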
Pemphigus Ab inh: inhibitors of pemphigus antibody binding to DSG3, primary screen, biochemical, bead-based, flow cytometry, scFv-GFP | 0.48% of 310,000 active | binding (percent of control), % at 10 µM | AID 588358, 2011 | DSG3-coupled beads, scFv-anti-DSG3-GFP binding; stronger effect = lower value | Desmoglein-3 (Homo sapiens), P32926;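 active = binding more than 3 SD below its plate's average and above zero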;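 also: hits lower antibody fragment binding to DSG3; some compounds called inactive have numbers as strong as hits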
Target sequence (P32926 whole entry, looked up, the tested form may be a part): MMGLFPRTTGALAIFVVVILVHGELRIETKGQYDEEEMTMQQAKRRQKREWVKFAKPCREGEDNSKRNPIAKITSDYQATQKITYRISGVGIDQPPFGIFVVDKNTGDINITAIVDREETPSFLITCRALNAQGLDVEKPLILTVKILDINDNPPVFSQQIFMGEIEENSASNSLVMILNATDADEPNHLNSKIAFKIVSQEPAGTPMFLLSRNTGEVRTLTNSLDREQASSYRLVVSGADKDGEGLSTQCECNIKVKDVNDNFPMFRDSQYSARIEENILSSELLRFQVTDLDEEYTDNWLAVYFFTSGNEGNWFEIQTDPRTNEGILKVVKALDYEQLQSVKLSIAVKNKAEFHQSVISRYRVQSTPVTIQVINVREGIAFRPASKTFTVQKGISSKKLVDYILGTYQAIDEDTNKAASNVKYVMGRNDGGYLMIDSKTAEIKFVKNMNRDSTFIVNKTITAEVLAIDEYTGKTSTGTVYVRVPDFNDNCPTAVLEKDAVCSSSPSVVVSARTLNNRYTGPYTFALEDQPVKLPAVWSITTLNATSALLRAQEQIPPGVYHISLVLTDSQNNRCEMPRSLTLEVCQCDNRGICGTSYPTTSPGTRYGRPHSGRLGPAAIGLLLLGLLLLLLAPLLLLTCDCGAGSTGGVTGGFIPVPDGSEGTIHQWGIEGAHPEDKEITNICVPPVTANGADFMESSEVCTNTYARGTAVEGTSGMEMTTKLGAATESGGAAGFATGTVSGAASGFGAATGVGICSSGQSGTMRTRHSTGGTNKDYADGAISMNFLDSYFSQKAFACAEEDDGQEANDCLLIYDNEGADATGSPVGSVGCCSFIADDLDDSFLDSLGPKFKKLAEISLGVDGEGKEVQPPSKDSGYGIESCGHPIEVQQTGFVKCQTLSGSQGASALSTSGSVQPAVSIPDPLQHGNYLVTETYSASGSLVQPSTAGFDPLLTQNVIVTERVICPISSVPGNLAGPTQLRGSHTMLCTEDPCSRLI
LANA DNA inh: inhibitors of KSHV C-LANA binding to DNA, primary screen, biochemical, fluorescence polarization, FAM-LBS DNA, MBP-C-LANA, single point. 0.078% of 340,000 active. inhibition, % at 9 µM. Kaposi's sarcoma herpesvirus LANA C-terminal domain (residues 932-1162) DNA binding. AID 504423, 2011;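 active = highest replicate inhibition at or above 60% at 9 µM, even if other replicates fall short; inactive = all replicates below 60% inhibition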;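 also: 0% = neutral control wells and 100% = 4 µM acridine orange control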
Cardiac RTF inh: cardiac RTF calcium sensitivity inhibitors, primary screen, biochemical, IANBD-TnC fluorescence, EC70 calcium | IANBD-labeled cardiac RTF, Ca2+ fluorescence | inhibition, % at 7.15 µM | 0.12% of 340,000 active | AID 493244, 2011;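 active = inhibition above the mean inhibition of all tested compounds plus 3 SD, cut at about 17% in these data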;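 also: assay run at fixed EC70 calcium of 1.6 mM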
MOR-DOR inv ag: inverse agonists of MOR-DOR heterodimerization, primary screen, cell-based, luminescence | Mu-type opioid receptor (Homo sapiens) + Delta-type opioid receptor (Homo sapiens), … | cell-based MOR-DOR heterodimer luminescence, inverse agonism | inhibition, % at 9.3 µM | 0.21% of 340,000 active; in the data active = inhibition above about 22%, passing the limit was not always enough;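 also: 0% = cells with DMSO and 100% = wells without cells with DMSO; values of inactives mirror those of a sister screen read the other way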
cardiac RTF act: cardiac RTF calcium sensitivity activators, primary screen, biochemical, IANBD-TnC fluorescence, EC20 calcium; Troponin I, cardiac muscle (Homo sapiens) + Troponin T, cardiac muscle (Homo sapiens) + …; IANBD-labeled TnC RTF fluorescence at EC20 calcium; 0% EC20 calcium, 100% full calcium; activation, % at 7.2 µM; 0.24% of 340,000 active;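 active = activation above the mean over all tested compounds plus 3 SD, cut at about 30% in these data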;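 also: rise in fluorescence read as greater calcium sensitivity of cardiac thin filaments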
The depositor's hits bear a star; . = not tested or not shown.

| item | Compound | Keap1-Nrf2 PPI | Arrestin-AP2 inh | V-ATPase pHluor | OPRM1-OPRD1 ag | Wnt act | Pemphigus Ab inh | LANA DNA inh | Cardiac RTF inh | MOR-DOR inv ag | cardiac RTF act |
| --- | --- | --- | --- | --- | --- | --- | --- | --- | --- | --- | --- |
| 1 | COCCN(C(=O)Cc1cccs1)c1nnc(-c2ccncc2)s1 | 2.2 | 27.7 | 2.7 | -2.9 | -0.2 | 100.1 | 1.4 | -2.8 | 16.9 | -0.6 |
| 2 | COc1cc(C(=O)NCCCNc2ccc([N+](=O)[O-])cc2)cc(OC)c1OC | 1.1 | 2.5 | 3.8 | 0.1 | . | 94.5 | 0.4 | -10.7 | -0.6 | 3.1 |
| 3 | O=C(c1ccc(Cl)c(S(=O)(=O)N2CCOCC2)c1)N1CCN(c2ccccc2F)CC1 | -5.5 | 34.5 | 3.0 | -1.0 | -2.6 | 95.4 | 0.7 | -12.0 | 5.3 | 0.0 |
| 4 | O=C(CN1C(=O)C2CC=CCC2C1=O)Nc1ccc(-c2nnc3n2CCCCC3)cc1 (centres undefined) | 2.0 | 6.1 | 0.8 | -1.3 | -3.1 | 103.4 | 3.5 | -4.5 | 7.1 | -0.8 |
| 5 | O=[N+]([O-])c1ccc(CS(=O)c2ccccc2)cc1 (centres undefined) | -1.5 | -4.3 | -2.6 | -2.0 | -0.3 | 101.2 | -17.9 | 4.4 | 8.7 | -0.5 |
| 6 | CC(=O)C1=C(O)C(=O)N(Cc2cccnc2)C1c1ccc(Cl)cc1 (centres undefined) | -4.6 | -6.0 | 2.4 | -2.1 | . | 100.2 | -1.4 | -2.3 | 11.9 | 0.1 |
| 7 | COc1ccc(CC(=O)Nc2cc(S(=O)(=O)N3CCCC3)ccc2Cl)c(OC)c1 | 3.0 | -8.3 | -1.4 | -0.9 | 16.4 | 112.7 | -3.8 | -4.8 | 3.6 | -0.8 |
| 8 | CCn1c(Cc2ccccc2)nnc1SCC(=O)c1cccc([N+](=O)[O-])c1 | 2.2 | 11.4 | 3.0 | 1.6 | 11.7 | 84.7 | -0.6 | -10.3 | -10.1 | 4.0 |
| 9 | COc1ccc(S(=O)(=O)N2CCCCC2)cc1NC(=O)Cc1ccsc1 | 4.8 | -12.7 | 3.4 | 1.0 | -2.2 | 100.3 | 2.4 | -8.3 | -3.9 | -1.3 |
| 10 | CCOc1ccccc1NC(=O)C1C2C=CC(O2)C1C(=O)O (centres undefined) | 2.8 | 25.4 | -0.1 | -1.0 | . | 108.3 | -0.3 | -6.8 | 5.9 | -0.6 |
| 11 | COc1ccc(OC)c(S(=O)(=O)N2CCN(C)CC2)c1 | -3.9 | 7.3 | 5.8 | -1.9 | . | 102.1 | -0.5 | -13.7 | 10.3 | -0.1 |
| 12 | Cc1nnc2ccc(N3CCCC3)nn12 | -5.6 | 5.2 | -3.0 | 0.1 | -4.6 | 81.3 | 0.0 | -3.1 | -0.8 | 13.9 |
| 13 | COc1cccc(NC(=O)CSc2nc3scc(C)c3c(=O)[nH]2)c1 | -0.8 | -7.5 | -1.9 | -1.2 | 1.3 | 112.0 | 0.8 | -20.9 | 6.6 | -2.4 |
| 14 | O=C(c1ccc(S(=O)(=O)N2CCOCC2)cc1)N(c1cccc(Cl)c1)C1C=CS(=O)(=O)C1 (centres undefined) | 0.5 | 28.0 | -6.1 | 0.4 | 4.3 | 92.0 | -1.2 | -6.8 | -2.3 | -2.8 |
| 15 | CCc1cc2ccc(OC)cc2nc1SCC(=O)N1CCN(C(=O)c2ccco2)CC1 | -2.9 | -46.5 | 1.4 | -0.3 | -3.5 | 98.5 | -0.1 | -2.2 | 1.8 | 1.1 |
| 16 | COc1ccc(/C=N/NC(=O)CC#N)cc1Oc1nc(Cl)ncc1F | -3.2 | 31.4 | -0.3 | -1.7 | -0.5 | 82.7 | -2.1 | -7.1 | 7.8 | 8.0 |
| 17 | Cc1cccc(C2c3[nH]c4ccccc4c3CCN2C(=O)c2cc(CC(C)C)nc(C)n2)n1 (centres undefined) | 1.7 | 7.0 | -1.4 | -1.1 | -2.4 | 105.4 | 0.9 | -12.3 | 6.1 | -2.4 |
| 18 | Cc1cc(C)cc(-n2cnc3cc(C(=O)O)ccc32)c1 | -2.2 | 8.1 | -1.6 | -2.1 | . | 108.7 | 1.8 | -0.5 | 11.8 | -2.0 |
| 19 | COc1cccc(C=C2SC(=S)NC2=O)c1 | -2.4 | 6.3 | -3.7 | -2.9 | -7.8 | . | 0.3 | -6.8 | 14.2 | 3.5 |
| 20 | O=C(NCCc1c[nH]c2ccccc12)OCCSS(=O)(=O)O | -2.0 | 28.4 | -3.5 | -1.5 | -0.7 | 102.7 | 38.3 | -0.3 | 7.8 | 9.3 |
| 21 | CC(C)(O)[C@H](O)COc1c2occc2cc2ccc(=O)oc12 | -3.8 | 4.2 | -6.3 | 3.4 | 2.4 | 103.4 | -0.9 | -10.9 | -19.3 | 15.4 |
| 22 | COc1ccc(CCCc2nnc(SCC(=O)Nc3nc(C)cs3)n2C)cc1C | -2.7 | 11.8 | 1.2 | -0.9 | -5.8 | . | -0.7 | 0.7 | 5.1 | 4.2 |
| 23 | CCOC(=O)c1ccc(S(=O)(=O)NNC(=O)c2cccc(N(C)C)c2)cc1 | -5.6 | -9.1 | 2.9 | 0.8 | 2.0 | 105.8 | -0.3 | -20.1 | -4.2 | -1.4 |
| 24 | CCc1ccc(OCc2nnc(SCC(=O)N3CCN(c4ccccc4)CC3)o2)cc1 | -0.6 | 1.4 | -0.3 | 13.4 | 4.0 | . | -2.3 | -9.5 | -83.8 | 0.2 |
| 25 | Cc1ccc(-n2c(-c3ccc(Cl)cc3)c[n+]3c2CCC3)cc1 | 2.3 | 22.9 | 4.6 | -0.4 | 0.9 | . | 0.1 | 5.2 | 2.1 | 3.1 |
| 26 | C/C(=N/NC(=O)Cc1ccccc1)c1ccc(C)s1 | -2.1 | 0.5 | -1.6 | 0.0 | -1.0 | 98.3 | 0.8 | -18.7 | 0.0 | 1.6 |
| 27 | COc1ccccc1N1CCN(C(=O)C(Cc2ccccc2)NC(=O)C2CCCCC2)CC1 (centres undefined) | -0.6 | -2.1 | -0.5 | 0.9 | . | 102.6 | 1.1 | -15.0 | -4.5 | 1.4 |
| 28 | CN(C)CCNc1nc2c(c(=O)[nH]c(=O)n2C)n1CCCc1ccccc1 | -3.2 | 5.1 | -5.5 | -1.4 | -1.7 | 101.1 | 1.2 | -3.0 | 7.6 | -2.6 |
| 29 | Cn1nnnc1SCC(=O)NCCCc1ccccc1 | -0.7 | 30.1 | 0.9 | -1.8 | . | . | -0.6 | -2.0 | 10.9 | -2.1 |
| 30 | Cc1ccc(/C=N/NC(=O)CNC(=O)c2ccc(C)c([N+](=O)[O-])c2)o1 | -4.5 | 2.6 | -1.3 | -1.2 | 1.6 | 106.8 | 0.6 | 0.6 | 6.1 | 4.8 |
| 31 | CCOc1ccc2[nH]c(=O)c(CN(Cc3ccc(C)cc3)C(=O)N3CCCC3)cc2c1 | 2.2 | 16.1 | 4.2 | 0.7 | . | 101.2 | -1.3 | 4.4 | -4.0 | 7.3 |
| 32 | CCn1c(C(O)c2ccc(C)cc2)nc2ccccc21 (centres undefined) | -4.2 | 5.3 | 1.9 | -1.5 | . | 93.6 | -1.8 | -8.9 | 6.5 | 1.1 |

Three compounds from above, limited to cardiac RTF act:
#	mol	cardiac RTF act
28	CN(C)CCNc1nc2c(c(=O)[nH]c(=O)n2C)n1CCCc1ccccc1	-2.6
27	COc1ccccc1N1CCN(C(=O)C(Cc2ccccc2)NC(=O)C2CCCCC2)CC1 (centres undefined)	1.4
26	C/C(=N/NC(=O)Cc1ccccc1)c1ccc(C)s1	1.6

The listing continues.
| item | Compound | Keap1-Nrf2 PPI | Arrestin-AP2 inh | V-ATPase pHluor | OPRM1-OPRD1 ag | Wnt act | Pemphigus Ab inh | LANA DNA inh | Cardiac RTF inh | MOR-DOR inv ag | cardiac RTF act |
| --- | --- | --- | --- | --- | --- | --- | --- | --- | --- | --- | --- |
| 33 | CCOC(=O)NC1(NC(C)C)Oc2ccccc2O1 | -6.5 | 2.9 | 3.0 | -3.5 | . | 62.5 | 1.3 | -1.2 | 18.9 | 8.3 |
| 34 | Cc1cc(C)c(C(=O)c2ccc(C(=O)NC(C)(C)C)cc2)c(C)c1 | 3.5 | -7.8 | 1.1 | 0.9 | . | 100.6 | -0.6 | 0.1 | -4.7 | -3.1 |
| 35 | C[C@H](NC(=O)C1CC(=O)N(c2ccc(F)cc2)C1)C(=O)N1CCCCC1 (some centres undefined) | -1.3 | -4.6 | 4.0 | -2.1 | -0.8 | 97.7 | -0.3 | -2.0 | 11.6 | -6.7 |
| 36 | O=C(c1cccc(C(F)(F)F)c1)C1CCCN(C(=O)CN2CCCC2=O)C1 (centres undefined) | -1.2 | 14.9 | -5.8 | -0.7 | -0.9 | 99.7 | -1.5 | -2.6 | 3.8 | 2.3 |
| 37 | CC(NCC(=O)Nc1ccccc1C(=O)NC1CC1)c1ccc(S(N)(=O)=O)cc1 (centres undefined) | -2.3 | 6.1 | -1.3 | -2.9 | 2.2 | 88.8 | -1.6 | 1.0 | 12.4 | 1.0 |
| 38 | CC(C)(C)NC(=O)CSc1nc2ccccc2n1-c1ccccc1 | 3.4 | 0.6 | 1.4 | -4.8 | . | 111.1 | 1.6 | -7.7 | 20.1 | -6.8 |
| 39 | C[C@@H]1CCC(=O)N(CC[C@H](N=[N+]=[N-])c2ccccc2)CC1 | 3.7 | -5.9 | -1.2 | -1.1 | 0.0 | 105.7 | -0.5 | -3.9 | 6.1 | -3.7 |
| 40 | Cc1cc(/C=N/NC(N)=S)c(C)n1-c1ccc(Cl)c(Cl)c1 | -1.2 | 22.3 | -0.6 | 2.2 | 4.1 | 104.0 | 0.2 | 13.5 | -16.1 | -3.5 |
| 41 | COc1ccc(C(=O)C2CCCN(Cc3cc(C)c(O)c(C)c3)C2)c(OC)c1 (centres undefined) | 0.5 | 24.0 | -0.7 | 0.1 | -2.5 | 100.0 | -0.9 | 1.0 | -0.4 | 0.4 |
| 42 | O=S1(=O)[C@H]2C[C@@H]3C=C[C@]2(CN1Cc1ccc(C(F)(F)F)cc1)O3 | -3.4 | -6.9 | -2.3 | -1.9 | -3.0 | 102.3 | 0.2 | -10.5 | 10.6 | 3.6 |
| 43 | Clc1ccc(-c2cnc(Oc3ccccc3)nc2)cc1 | -0.8 | 3.3 | 6.3 | 2.4 | . | 92.3 | 1.9 | -9.4 | -11.8 | 0.5 |
